ATXN2 expr inh: Primary qHTS for Inhibitors of ATXN expression | HEK-293 ATXN2-luciferase reporter, luminescence, 24 h | Potency, µM (doses to about 57 µM), without a hit: at the top dose activity change, negative = inhibition, most hits filed as inhibitors | hit rate 0.72% among 360,000 | AID 1745845, 2022; note: potency is the fitted concentration of half-maximal effect; % is set by controls: 0 for no effect and ±100 for the full control effect; nearly all actives have a fitted effect of over 55% in size
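ATXN2-luciferase reporter cells (luciferase flanked by upstream and downstream ATXN2 gene portions) were treated 24 h at 37 °C with compounds at up to 57 uM. SteadyGlo luminescence gave expression; GF-AFC fluorescence gave viability.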
KB-V1 MDR tox: qHTS assay for MDR1-selective chemotherapeutics: Primary screen using the drug-selected MDR subline cells KB-V1; hit rate 3.4% among 400,000; KB-V1 MDR cells viability, CellTiter-Glo, 72 h; Potency, µM (doses to about 46.1 µM), without a hit: at the highest dose activity change, negative = cytotoxicity, hits mostly cytotoxic; note: potency is the fitted concentration of half-maximal effect; % is set by controls: 0 for no effect and ±100 for the full control effect; nearly all actives have a fitted effect of over 60% in size
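KB-V1 cells (P-gp-expressing MDR subline of KB-3-1) in phenol-red-free DMEM with 10% FBS were exposed to library compounds over a concentration series for 72 h at 37 degrees C. Viability read by CellTiter-Glo luminescence; concentration-effect curves fitted after normalization.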
KB-3-1 cytotox: qHTS assay for MDR1-selective chemotherapeutics: Primary screen using the parental adenocarcinoma cell KB-3-1. KB-3-1 viability, CellTiter-Glo ATP luminescence, 72 h. Potency, µM (series often up to 46.1 µM), for the others: at the top dose activity change, negative = cytotoxic, hits mostly cytotoxic. hit rate 1.4% among 400,000; note: potency is the fitted concentration of half-maximal effect; % is set by controls: 0 for no effect and ±100 for the full control effect; nearly all actives have a fitted effect of over 60% in size
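Cells are dispensed, compounds pinned in, plates held at 37 °C for 72 h, then CellTiter-Glo is added and luminescence read after 10 minutes. Cell line: parental KB-3-1 in phenol-red-free DMEM, 10% FBS.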
IL-1B inflam inh: qHTS for Inhibitors of Inflammasome Signaling: IL-1-beta AlphaLISA Primary Screen; THP-1 LPS/ATP IL-1B secretion, AlphaLISA, 16 h; hits give low values; activity change, % at 57.5 µM; hit rate 4.7% among 360,000; in the data active = activity change below about -50%; inconclusive = mostly about -30% to -49%; note: % is set by controls: 0 for no effect and ±100 for the full control effect
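THP-1 cells pretreated 1 hr with compounds (up to 57.5 uM final), then stimulated with LPS (250 ng/mL final) plus ATP (1.25 mM final); secreted IL-1B measured by AlphaLISA after 16 hr, decreased signal indicating inhibition.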
WRN helicase inh: qHTS for Inhibitors of WRN Helicase; Bifunctional 3'-5' exonuclease/ATP-dependent helicase WRN (Homo sapiens), Q14191; WRN helicase unwinding, fluorescent forked duplex, kinetic; Potency, µM (highest dose often 114 µM), inactives show top-dose activity change, negative = inhibition, actives largely listed as inhibitors; hit rate 0.46% among 360,000; AID 651768, 2012; note: potency is the fitted concentration of half-maximal effect; % is set by controls: 0 for no effect and ±100 for the full control effect; nearly all actives have a fitted effect of over 55% in size
Target sequence (Q14191 whole entry, looked up): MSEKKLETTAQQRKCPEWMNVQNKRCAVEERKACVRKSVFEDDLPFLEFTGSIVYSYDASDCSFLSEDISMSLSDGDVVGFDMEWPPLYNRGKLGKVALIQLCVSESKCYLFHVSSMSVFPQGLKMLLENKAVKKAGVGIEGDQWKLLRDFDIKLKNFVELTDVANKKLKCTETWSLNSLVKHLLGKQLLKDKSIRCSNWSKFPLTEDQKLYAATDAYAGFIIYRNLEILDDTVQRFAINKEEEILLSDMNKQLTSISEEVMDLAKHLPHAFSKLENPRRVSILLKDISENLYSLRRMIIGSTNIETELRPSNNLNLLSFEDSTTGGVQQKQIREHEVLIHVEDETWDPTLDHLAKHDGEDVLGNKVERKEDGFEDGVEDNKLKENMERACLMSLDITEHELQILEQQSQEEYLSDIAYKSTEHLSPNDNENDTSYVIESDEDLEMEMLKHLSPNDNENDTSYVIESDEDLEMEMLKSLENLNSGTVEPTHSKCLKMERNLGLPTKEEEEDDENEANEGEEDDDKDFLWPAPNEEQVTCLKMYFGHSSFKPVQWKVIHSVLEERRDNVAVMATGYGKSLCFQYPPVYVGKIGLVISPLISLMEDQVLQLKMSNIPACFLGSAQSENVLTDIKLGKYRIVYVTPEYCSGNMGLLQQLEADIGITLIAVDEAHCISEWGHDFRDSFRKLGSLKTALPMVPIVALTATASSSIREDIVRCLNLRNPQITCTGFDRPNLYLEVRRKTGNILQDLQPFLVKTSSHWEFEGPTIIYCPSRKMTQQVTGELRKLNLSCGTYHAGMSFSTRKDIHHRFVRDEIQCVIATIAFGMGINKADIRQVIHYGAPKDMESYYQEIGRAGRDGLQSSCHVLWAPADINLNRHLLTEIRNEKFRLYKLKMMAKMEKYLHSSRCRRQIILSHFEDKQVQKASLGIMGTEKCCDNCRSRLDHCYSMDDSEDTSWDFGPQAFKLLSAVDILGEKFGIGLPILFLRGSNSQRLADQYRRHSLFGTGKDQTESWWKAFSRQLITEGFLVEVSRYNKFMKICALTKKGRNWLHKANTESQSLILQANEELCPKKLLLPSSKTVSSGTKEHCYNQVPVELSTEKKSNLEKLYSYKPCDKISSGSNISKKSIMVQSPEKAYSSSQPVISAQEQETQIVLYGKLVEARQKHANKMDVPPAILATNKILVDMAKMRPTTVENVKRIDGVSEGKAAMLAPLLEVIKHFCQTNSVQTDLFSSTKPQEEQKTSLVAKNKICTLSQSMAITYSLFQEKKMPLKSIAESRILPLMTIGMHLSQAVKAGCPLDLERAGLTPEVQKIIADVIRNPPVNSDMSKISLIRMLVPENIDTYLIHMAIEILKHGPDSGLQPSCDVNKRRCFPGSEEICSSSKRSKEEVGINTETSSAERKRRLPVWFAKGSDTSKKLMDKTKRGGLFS
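Fluorescence dequenching readout, ex 525 nm/em 598 nm, kinetic mode: forked duplex DNA (100 nM final) with adjacent fluorophore and quencher unwound by WRN (20 nM final) with 2 mM ATP. Compound preincubation 15 min, room temperature.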
MCF10A rerep: A quantitative high throughput screen for small molecules that induce DNA re-replication in MCF 10a normal breast cells. MCF 10A DNA re-replication, Hoechst nuclear intensity, 48 h. Potency, µM (titrated, usually from 46.1 µM), inactives show top-dose activity, positive = re-replication, hits mostly activators. hit rate 2.9% among 350,000. AID 624296, 2012; note: potency is the fitted concentration of half-maximal effect; % of control where 0% means no effect; nearly all actives have a fitted effect of over 50% in size
HT1080NT lethal: qHTS for induction of synthetic lethality in tumor cells producing 2HG: qHTS for the HT-1080-NT fibrosarcoma cell line | HT-1080-NT fibrosarcoma viability, CellTiter-Glo ATP luminescence, 48 h | Potency, µM (top dose mostly 46.1 µM), for the others: at the top dose activity, negative = less viability, most hits filed as cytotoxic | hit rate 1.6% among 360,000 | AID 686970, 2013;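 note: NT is the 2HG producing partner of a matched IDH1 knockdown line; potency is the fitted concentration of half-maximal effect; 0% = DMSO-treated cells and -100% = media-only wells without cells; nearly all actives have a fitted effect of over 55% in size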
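Viability of the 2HG-overproducing fibrosarcoma line after 48 hours of compound exposure at 37 degrees C was determined by luminescence with CellTiter-Glo, and concentration-effect curves were then fitted and categorized.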
HT1080 IDH1KD tx: qHTS for induction of synthetic lethality in tumor cells producing 2HG: qHTS for the HT-1080-IDH1KD cell line. HT-1080 IDH1 knockdown viability, ATP luminescence, 48 h. Potency, µM (top dose mostly 46.1 µM), for inactives: top-dose activity, negative = toxicity, usual class: cytotoxic. hit rate 2% among 360,000;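 note: potency is the fitted concentration of half-maximal effect; 0% = DMSO wells and -100% = cell-free medium wells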
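% activity derives from luminescence (CellTiter-Glo), normalised to DMSO and no-cell wells. HT-1080-IDH1KD cells, 750/well, had 48 h compound exposure at 37 °C.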
SW480 rereplic: A quantitative high throughput screen for small molecules that induce DNA re-replication in SW480 colon adenocarcinoma cells; SW480 DNA re-replication, Hoechst DNA content imaging, 48 h; Potency, µM (highest dose often 46.1 µM), for the others: top-dose re-replication activation, most hits filed as activators; hit rate 1.8% among 340,000; note: potency is the fitted concentration of half-maximal effect; % of control where 0% means no effect; nearly all actives have a fitted effect of over 55% in size
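250 cells/well; 23 nL cpd via pin tool; 48 hr, 37 C, 5% CO2; Hoechst 40 min; imager read of total nuclear intensity, ex 405/em 500-530 nm.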
* marks the source's active call; other numbers are inactive results; i = inactive; ? = inconclusive; . = no result given; [ ] = another dose, or the depositor's remark. Unless noted, calls come from the whole dose curve; as a rule, active = well fitted curve in the direction sought with a large enough effect; inconclusive = small, poorly fitted or top-dose-only effect, or another doubt; inactive = no such curve, though single readings can be large; an effect the other way counts as inactive or inconclusive.

#1 CC(=O)Nc1cccc(NC(=O)COc2ccccc2C)c1
#2 Cc1ccccc1C(=O)N1CCC(C(=O)Nc2ccc(S(=O)(=O)N3CCCCC3)cc2)CC1
#3 CC(Sc1ccccc1)C(=O)NCC1COc2ccccc2O1 (stereo not drawn)
#4 CCCS(=O)(=O)NC(=O)C1(C)CCN(C(=O)c2ccc(C#N)cc2)C1 (stereo not drawn)
#5 CSc1nc2ccccc2cc1/C=C(\C#N)c1cccc(Cl)c1
#6 Cc1ccc(S(=O)(=O)Cc2csc(N)n2)cc1
#7 COc1ccc(-c2c(C)nn3c(N)c(C#N)cnc23)cc1OC
#8 CC(Sc1nnc(-c2cccs2)n1Cc1ccccc1)C(=O)NCc1ccc2c(c1)OCO2 (stereo not drawn)
Screen / compound no.,1,2,3,4,5,6,7,8
ATXN2 expr inh,17%,-27%,6%,12%,-16%,5%,-27%,-6%
KB-V1 MDR tox,?,?,0%,3%,?,14%,9.2µM*,-20%
KB-3-1 cytotox,-28%,?,-3%,0%,21µM*,10%,-13%,-10%
IL-1B inflam inh,-5,i,-7,5,-2,-20,-2,-17
WRN helicase inh,3%,-16%,7%,-2%,-17%,-2%,6%,7%
MCF10A rerep,5%,3%,0%,.,8.2µM*,-1%,-1%,16%
HT1080NT lethal,0%,0%,-7%,29%,4.6µM*,12%,-5%,-2%
HT1080 IDH1KD tx,-8%,-19%,1%,12%,4.6µM*,18%,-18%,3%
SW480 rereplic,15%,?,-6%,.,?,-6%,-5%,4%

#9 CC1(C2CC2)NC(=O)N(CC(=O)Nc2ccc(F)cc2F)C1=O (stereo not drawn)
#10 O=C(CCCC(=O)NNC(=O)Nc1ccccc1)NNC(=O)Nc1ccccc1
#11 CCOC(=O)c1sc(NC(=S)NC(=O)C2CCCC2)cc1C
#12 Cc1nn(-c2ccccc2)c2sc(C(=O)NC3CC3)cc12
#13 O=C(NNc1ncnc2c1cnn2-c1ccc(F)cc1)c1ccco1
#14 CC1(C)CC(c2nc(-c3ccc([N+](=O)[O-])cc3)cs2)CCO1 (stereo not drawn)
#15 C=CCn1c(COc2ccc(Cl)cc2)nnc1SCc1ccc(C#N)cc1
#16 O=c1[nH]c2ccccc2cc1CN(CC1CCCO1)S(=O)(=O)c1ccccc1 (stereo not drawn)
Screen / compound no.,9,10,11,12,13,14,15,16
ATXN2 expr inh,11%,-5%,-3%,46%[activator],-5%,8%,-28%,6%
KB-V1 MDR tox,?,5%,-1%,-23%,-9%,?,?,7%
KB-3-1 cytotox,19%,4%,2%,2%,31%,-7%,-2%,?
IL-1B inflam inh,9,-6,-6,7,?,-8,-4,-11
WRN helicase inh,-1%,-1%[57.1 µM],-2%,-3%,1%,-3%,0%,-2%
MCF10A rerep,0%,-1%,9%,12µM*,1%,-37%[inhibitor],7%,-14%
HT1080NT lethal,1%[9.24 µM],2%,-17%,-23%,10%,-12%,-1%,-18%
HT1080 IDH1KD tx,1%,0%,-25%,-27%,5%,-13%,-28%,-13%
SW480 rereplic,-24%,-2%,0%,2%,-19%,-33%[inhibitor],8%,-6%

Complete entries as entered above:
`O=C(NNc1ncnc2c1cnn2-c1ccc(F)cc1)c1ccco1` in the list: ATXN2 expr inh: -5%; KB-V1 MDR tox: -9%; KB-3-1 cytotox: 31%; IL-1B inflam inh: ?; WRN helicase inh: 1%; MCF10A rerep: 1%; HT1080NT lethal: 10%; HT1080 IDH1KD tx: 5%; SW480 rereplic: -19%
`C=CCn1c(COc2ccc(Cl)cc2)nnc1SCc1ccc(C#N)cc1` in the list: ATXN2 expr inh: -28%; KB-V1 MDR tox: ?; KB-3-1 cytotox: -2%; IL-1B inflam inh: -4; WRN helicase inh: 0%; MCF10A rerep: 7%; HT1080NT lethal: -1%; HT1080 IDH1KD tx: -28%; SW480 rereplic: 8%

The listing continues.
#17 O=C(Nc1cccc(F)c1)N1CCCC(CNS(=O)(=O)Cc2ccccc2)C1 (stereo not drawn)
#18 CN(C)c1ccc(C(CNS(=O)(=O)c2ccc([N+](=O)[O-])cc2)N2CCCC2)cc1 (stereo not drawn)
#19 Cc1cccc(NC(=O)Nc2ccc(Cl)cc2)n1
#20 Cc1nc(N2CCN(Cc3ccc4c(c3)OCO4)CC2)c2cc(-c3ccccc3)sc2n1
#21 C#CCOCCOCCOCCNc1nc(N2CCN(C(=O)C(Cc3ccc(O)cc3)n3cc(C(N)C(C)CC)nn3)CC2)nc(N2CCN(C(=O)C(Cc3ccc(O)cc3)n3cc(C(N)C(C)CC)nn3)CC2)n1 (stereo not drawn)
#22 Cc1ccccc1-c1nc(CS(=O)CC(=O)NC2CC2)c(C)o1 (stereo not drawn)
#23 O=C(c1ccc(Cn2c(=S)[nH]c3ccc(N4CCOCC4)cc3c2=O)cc1)N1CCN(c2ccc(F)cc2)CC1
#24 CC(C)(C)NC(=O)CSc1nc(Cc2ccccc2)nc2ccccc12
Screen / compound no.,17,18,19,20,21,22,23,24
ATXN2 expr inh,1%,-9%,63%[activator],-11%,1%,.,9%,-19%
KB-V1 MDR tox,?,0%,?,-13%,-1%,3%,?,-4%
KB-3-1 cytotox,-7%,0%,15%,?,5%,1%,0%,9%
IL-1B inflam inh,30,?,29,-62*,-13,-5,-8,?
WRN helicase inh,2%,2%,-22%,-12%,4%,10%,-4%,-5%
MCF10A rerep,3%,10%,0%,30%,10%,9%,4.6µM*,0.65µM*
HT1080NT lethal,2%,-5%,13%,0%,0%,2%,-3%,-2%
HT1080 IDH1KD tx,3%,-1%,7%,-2%,11%,-1%,-13%,-18%
SW480 rereplic,-1%,-1%,0%[9.22 µM],?,-1%,-18%,12%,2%

#25 O=C(CSc1nnc2sc3ccccc3n12)NCc1ccc2c(c1)OCO2
#26 CCCCCCCCN1C(=O)[C@H](CC(=O)NCc2cccs2)C[C@@]2(C(=O)OC)CCCCC=C12
#27 CCOC(=O)CCc1nn(C)c(=O)c2ccccc12
#28 Cc1nnc(SCC(=O)Nc2ccc(Cl)cn2)n1Cc1ccccc1
#29 O=C(Nc1cccc(C(F)(F)F)c1)c1ccc2sc([C@H]3C[C@H](O)[C@@H](CO)O3)nc2c1
#30 Fc1ccc(NC(=S)N2CCN(c3cccc(C(F)(F)F)c3)CC2)cc1
#31 COc1ccc(CCNC(=O)C(=O)NCC2CCCN2S(=O)(=O)c2cccs2)cc1OC (stereo not drawn)
#32 CCN(CC)c1ccc(/C=N/NC(=S)NCc2ccccc2)c(O)c1
Screen / compound no.,25,26,27,28,29,30,31,32
ATXN2 expr inh,3%,?,-1%,-15%,-8%,-18%,-1%,?
KB-V1 MDR tox,5%,21µM*,?,0%,-24%,?,-25%,-22%
KB-3-1 cytotox,?,?,9%,-1%,-2%,-5%,-2%,7.3µM*
IL-1B inflam inh,-30,-22,57,27,32,8,-3,63
WRN helicase inh,-1%,-14%,5%,4%,-4%,-21%,1%,-7%
MCF10A rerep,-3%,.,?,1%,.,15%,3%,16µM*
HT1080NT lethal,15%,?,5%,11%,?,-3%,11%,-28%
HT1080 IDH1KD tx,0%,?,6%,15%,?,-14%,7%,?
SW480 rereplic,-20%,.,-4%,1%,.,.,-3%,16µM*

#33 O=C(Cn1nc(-c2ccccc2)c2ccccc2c1=O)Nc1ccc(O)cc1
#34 COc1ccc(C(=O)NCCN2CCOCC2)cc1OC
#35 COc1ccccc1CN1CC(C(=O)NCCSc2nnnn2C)CCC1=O (stereo not drawn)
#36 O=C(Nc1ccccc1)N(Cc1ccccc1)C1=NCCS1
#37 CC1CCN(C(=O)c2cc3ccccc3c(=O)o2)CC1
#38 CN(CC(=O)Nc1ccccc1Br)C(=O)CCc1ccccc1
#39 Cc1cc(OCC[N+]2(C)CCCCC2)nc2ccccc12
#40 CCCN1C(=O)/C(=C/c2ccc3c(c2)OCO3)NC1=S
#41 C=CCSc1nnc(NC(=O)COc2ccccc2)s1
#42 O=C([C@H]1O[C@@H](n2ccc(=O)[nH]c2=O)[C@H](O)[C@@H]1O)N(CCC1=CCCCC1)CC1CC1
#43 CS(=O)(=O)N1CCN(c2ccccc2NC(=O)c2ccc(Cl)cc2)CC1
Screen / compound no.,33,34,35,36,37,38,39,40,41,42,43
ATXN2 expr inh,.,4%,1%,-16%,12%,6%,-8%,-36%,20%,5%,3%
KB-V1 MDR tox,-9%,0%,1%,0%,5%,-12%,20%,?,0%,0%,-5%
KB-3-1 cytotox,3%,26%,18%,2%,12%,16%,-4%,4%,5%,-3%,-3%
IL-1B inflam inh,3,15,i,3,2,10,4,3,-13,9,0
WRN helicase inh,2%,1%,-6%,-8%,-11%,1%,11%,7%,7%,-9%,-5%
MCF10A rerep,-2%,-16%,6%,-1%,0%,-2%,10%,?,-8%,.,27%
HT1080NT lethal,28%,10%,-9%,14%,8%,-1%,14%,-1%,?,?,1%
HT1080 IDH1KD tx,4%,12%,0%,9%,16%,-5%,6%,-2%,8%,1%,-2%
SW480 rereplic,3%,1%,-9%,-1%,-7%,-8%,-2%,5%,-49%[inhibitor],.,-3%

From PubChem
